# Compound activity from PubChem.
# LMP1 NFkB inh = EBV LMP1-driven NF-kappaB luciferase reporter inhibitors, primary screen, cell-based, luminescence, single point; LMP1-induced NF-kappaB luciferase reporter cells; AID 504558, 2011; actives 0.69% (n = 350,000); inhibition, % at 12.5 µM; in the data active means inhibition above about 41%;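 further: 0% = neutral control wells and 100% = reference inhibitor control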
# COUP-TFII inh = NR2F2 transcriptional activity inhibitors, primary screen, cell-based, luciferase reporter, HEK293T, luminescence; COUP transcription factor 2 (Homo sapiens), P24468; actives 0.7% (n = 370,000); inhibition, % at 8.6 µM; HEK293T NGFI-A luciferase reporter; AID 686940, 2013;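 active means inhibition above a per-plate cutoff, mean inhibition of test wells between control levels plus 3 SD, cut at about 38% in these data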;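 further: cells cotransfected with COUP-TFII expression vector driving the NGFI-A reporter; 0% = median of COUP-TF2 test wells and 100% = reporter-only cells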
# CF NFkB inh = inhibitors of PAF-induced NF-kB signaling, primary screen, cell-based, GFP fluorescence, uHTS | KKLEB NF-kB-GFP reporter, GFP fluorescence overnight | inhibition, % at 5 µM | actives 0.86% (n = 360,000) | AID 588850, 2011;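 active means at least 50% inhibition at 5 µM, scaled per plate between neutral and stimulator controls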;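 further: PAF is a Pseudomonas aeruginosa culture filtrate used as stimulus; plate controls were PAF-stimulated DMSO wells for no effect and unstimulated DMSO wells for full effect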
# NR5A2 inv ag = LRH-1 (NR5A2) inverse agonists, primary screen, cell-based, luminescence, HEK293T, StAR-luciferase reporter; LRH-1 transfected, 24 h; inhibition, % at 3.6 µM; actives 0.13% (n = 360,000);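 active means inhibition above the mean inhibition of all tested compounds plus 3 SD, cut at about 73% in these data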;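 further: 0% = DMSO wells and 100% = reporter-only cells lacking LRH-1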
# TROY signal inh = inhibitors of TROY-driven NF-kB signaling, primary screen, Q293 LMP1-TROYcd cells, NF-kB luciferase, uHTS. Q293 LMP1-TROYcd NF-kB luciferase reporter, 4 h. inhibition, % at 10 µM. actives 0.98% (n = 360,000);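 active means compounds whose plate-normalised and pattern-corrected inhibition of the luciferase reporter signal at the single screening dose is 50% or more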
# SRC2 inh = inhibition of GAL4-SRC2 driven luciferase reporter, primary screen, SRC2 inhibitor project, cell-based, luminescence; inhibition, % at 9 µM; Nuclear receptor coactivator 2 (Homo sapiens), Q15596; HEK293 GAL4-SRC2 luciferase reporter; actives 0.17% (n = 370,000);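 active means inhibition above the mean inhibition of all tested compounds plus 3 SD, set per campaign, cut at about 52% in these data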;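 further: 0% = DMSO treated cells and 100% = cells given Gossypol at 36 µM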
# TWEAK-Fn14 inh = inhibitors of TWEAK-Fn14 signaling, primary screen, luciferase reporter cells, uHTS; TWEAK-stimulated Fn14 reporter cells, luciferase luminescence, 8 h; inhibition, % at 10 µM; actives 2% (n = 360,000); in the data active means inhibition above about 50%
# SRC1 inh = SRC1 coactivator transcriptional activity inhibitors, primary screen, cell-based, luminescence; AID 588354, 2011; Nuclear receptor coactivator 1 (Homo sapiens), Q15788; actives 0.12% (n = 360,000); HEK293 GAL4-SRC1 luciferase reporter; inhibition, % at 3.6 µM;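 active means inhibition above the campaign mean plus 3 SD, with each screening campaign given its own cutoff, cut at about 60% in these data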;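 further: 0% = DMSO treated cells and 100% = gossypol at 36 µM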
# KKLEB tox = cytotoxicity in KKLEB CF airway cells, primary screen, cytotoxicity control for CF NF-kB inhibitor project, cell-based, uHTS, fluorescence assay plates. KKLEB CF airway cells viability, ATPlite luminescence, overnight; hits give low values; cells stimulated with P. aeruginosa culture filtrate. activity change (cytotoxicity), % at 5 µM. actives 0.36% (n = 360,000). AID 602141, 2011;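 active means corrected activity change at or below -50% at 5 µM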
# C8 TRAIL sens = viability loss with TRAIL in NB7+C8 cells, primary screen, TRAIL sensitizer project, cell-based, ATPlite luminescence. actives 1% (n = 360,000). inhibition (viability loss, TRAIL sensitization), % at 10 µM;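 active means compounds causing at least 50% loss of cell viability in the single-dose screen, relative to plate controls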
# SRC3 inh = SRC3 coactivator transcriptional activity inhibitors, primary screen, cell-based, luminescence; Nuclear receptor coactivator 3 (Homo sapiens), Q9Y6Q9; HEK293 GAL4-SRC3 luciferase reporter; inhibition, % at 3.6 µM; actives 0.17% (n = 360,000); AID 588352, 2011;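 active means inhibition above a per-campaign cutoff, the mean of all compounds plus 3 SD, cut at about 60% in these data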;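 further: 0% = DMSO-treated cells and 100% = gossypol-treated cells at 36 µM; higher means less SRC3-driven luciferase light from the GAL4 reporter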
# Target sequence (Q9Y6Q9 whole entry, looked up, the tested form may be a part): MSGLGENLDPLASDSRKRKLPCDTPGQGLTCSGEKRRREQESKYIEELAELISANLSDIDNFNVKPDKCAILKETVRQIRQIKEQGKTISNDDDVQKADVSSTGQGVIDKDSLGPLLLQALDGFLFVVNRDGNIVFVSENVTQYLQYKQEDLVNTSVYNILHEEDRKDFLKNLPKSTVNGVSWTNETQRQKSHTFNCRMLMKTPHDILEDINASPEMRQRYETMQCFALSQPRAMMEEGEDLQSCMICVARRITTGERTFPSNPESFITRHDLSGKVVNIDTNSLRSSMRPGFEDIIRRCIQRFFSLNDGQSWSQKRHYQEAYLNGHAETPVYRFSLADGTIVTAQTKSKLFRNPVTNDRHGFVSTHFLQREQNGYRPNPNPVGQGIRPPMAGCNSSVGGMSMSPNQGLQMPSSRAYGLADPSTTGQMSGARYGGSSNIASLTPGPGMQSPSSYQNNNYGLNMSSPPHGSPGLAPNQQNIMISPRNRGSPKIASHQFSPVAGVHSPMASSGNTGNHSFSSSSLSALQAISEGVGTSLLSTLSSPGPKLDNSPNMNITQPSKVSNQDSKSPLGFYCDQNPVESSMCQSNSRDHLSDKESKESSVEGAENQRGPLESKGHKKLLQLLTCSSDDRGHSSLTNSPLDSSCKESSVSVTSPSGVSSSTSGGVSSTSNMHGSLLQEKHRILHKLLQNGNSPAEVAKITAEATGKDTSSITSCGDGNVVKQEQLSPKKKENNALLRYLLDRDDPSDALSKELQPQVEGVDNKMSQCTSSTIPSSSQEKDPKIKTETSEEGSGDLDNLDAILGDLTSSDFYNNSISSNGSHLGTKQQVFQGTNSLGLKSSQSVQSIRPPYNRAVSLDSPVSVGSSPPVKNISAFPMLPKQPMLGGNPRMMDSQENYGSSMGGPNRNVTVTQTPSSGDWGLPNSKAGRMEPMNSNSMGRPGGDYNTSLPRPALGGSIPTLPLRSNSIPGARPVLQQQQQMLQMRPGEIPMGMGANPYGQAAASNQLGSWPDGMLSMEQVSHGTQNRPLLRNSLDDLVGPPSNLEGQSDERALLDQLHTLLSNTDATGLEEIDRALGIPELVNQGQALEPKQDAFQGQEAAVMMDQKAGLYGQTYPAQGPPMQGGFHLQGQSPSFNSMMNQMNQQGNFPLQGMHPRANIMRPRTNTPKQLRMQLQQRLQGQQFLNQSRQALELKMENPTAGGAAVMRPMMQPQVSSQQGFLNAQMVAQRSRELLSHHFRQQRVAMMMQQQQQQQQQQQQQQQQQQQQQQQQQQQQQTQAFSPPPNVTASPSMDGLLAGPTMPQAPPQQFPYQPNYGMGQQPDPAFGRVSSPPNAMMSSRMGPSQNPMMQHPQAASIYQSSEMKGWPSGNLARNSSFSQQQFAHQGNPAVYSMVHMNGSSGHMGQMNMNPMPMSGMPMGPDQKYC
# * = called active by the depositor; · = not tested or not shown.
SMILES,LMP1 NFkB inh,COUP-TFII inh,CF NFkB inh,NR5A2 inv ag,TROY signal inh,SRC2 inh,TWEAK-Fn14 inh,SRC1 inh,KKLEB tox,C8 TRAIL sens,SRC3 inh
Cc1ccc(-c2csc3nc[nH]c(=O)c23)c(C)c1,6.5,14.6,-9.1,-3.0,15.2,1.9,20.7,-10.6,12.2,2.9,3.5
CC(=O)C1=C(O)C(=O)N(c2ccc(S(=O)(=O)Nc3nccs3)cc2)C1c1ccc([N+](=O)[O-])cc1 (stereo unspecified),-12.8,-6.0,9.8,-5.7,3.9,-8.4,-17.2,-10.2,0.0,10.3,-1.9
COc1c(C)cccc1C(=O)Nc1ccc(N2CCN(C(=O)c3ccccc3C)CC2)cc1,15.1,28.9,1.4,-3.5,18.3,29.4,-1.0,15.0,13.4,27.4,6.3
CCOc1ccc2nc(NC3=NC(c4ccc(OC)cc4)CC(=O)N3)nc(C)c2c1 (stereo unspecified),-8.4,4.5,10.9,9.3,-10.3,-18.5,-37.0,4.5,-16.0,-7.3,-0.1
C=CCN1C(=O)C(Cc2ccc(OC)cc2)SC1=Nc1ccc(C(=O)O)cc1 (stereo unspecified),-6.0,2.8,-6.9,7.8,-12.0,7.2,6.3,-9.4,6.5,-9.4,5.2
C=CCN(CC(=O)NCc1ccc(OC)cc1)C(=O)c1csnn1,-0.3,2.2,3.9,25.5,2.5,-5.4,-14.0,3.2,5.3,10.4,0.6
C/C=C/c1ccc2c(c1)O[C@H](CN(C)CC1CCOCC1)[C@@H](C)CN([C@H](C)CO)S2(=O)=O,3.1,-0.1,2.1,3.7,-9.2,-18.6,16.0,-5.3,0.4,-9.8,-6.8
CSc1cccc(NC(=O)COC(=O)c2ccccn2)c1,0.2,3.6,-2.5,-30.5,-4.5,4.9,2.0,2.6,-1.9,-10.3,-17.6
Cc1ccc(NC(=O)CSc2nnc(C3COc4ccccc4O3)o2)c(Cl)c1 (stereo unspecified),2.6,10.7,9.4,-9.0,-7.1,-0.4,-3.8,-38.8,-13.2,-14.3,-31.8
COc1ccc(OC)c(NC(=S)NCCC(c2ccccc2)c2ccccc2)c1,0.8,10.4,0.9,-6.4,10.7,-2.6,7.7,0.9,-9.3,-7.2,12.4
CC1CC2C(C(O)CC3(C)C2CCC3(O)C(=O)CO)C2(C)C=CC(=O)C=C12 (stereo unspecified),10.0,-22.9,76.0*,-7.2,10.4,-37.7,-21.7,-14.1,11.1,-4.3,-66.8
O=C1N/C(=N\N=C\c2cccs2)SC1Cc1ccc(Cl)c(Cl)c1 (stereo unspecified),-10.3,-2.6,6.7,8.2,25.2,20.2,6.8,3.7,-25.5,-7.7,-4.1
Cc1ccc2c(N)[nH]nc2n1,4.6,-0.9,-12.7,2.4,10.0,-5.3,5.5,-2.5,7.6,0.0,-7.5
CCNc1nnc(-c2ccc(C)cc2)o1,-15.4,-26.9,-4.2,-102.4,-59.2,-93.6,-10.0,-77.6,-7.9,27.3,-59.7
COc1ccc(CN2CCc3cc(OC)c(OC)cc3C2)cc1O,1.3,-9.9,1.1,8.1,2.4,1.5,5.1,2.9,-8.6,-6.8,0.9
Cc1ccc(C(=O)c2c[nH]c(C(=O)NCc3cccnc3)c2)cc1,-10.9,-8.1,-0.1,14.6,-1.8,21.4,14.7,-7.9,4.5,-16.7,-2.0
O=C(NCc1ccco1)c1ccccc1NS(=O)(=O)c1ccc(Cl)s1,4.8,-4.1,8.1,-1.3,7.0,-0.1,1.6,-5.9,5.3,-5.4,-5.2
CC(=O)Nc1ccc(S(=O)(=O)n2nc(-c3ccc(C)cc3)nc2N)cc1,5.6,-12.2,1.2,10.9,0.5,10.7,12.3,-14.6,0.8,-4.1,5.1
Cn1c(=O)n(C)c2cc(NC(=O)CCl)ccc21,-55.6,-35.2,-79.8,61.0,-6.0,-28.2,17.2,-28.5,-3.3,15.4,6.7
COc1ccc(N=Cc2c(O)n(-c3cccc(C)n3)c(=O)c3ccccc23)cc1,-22.3,-16.0,-55.6,1.2,-6.4,-82.5,-14.9,7.7,11.0,-4.0,-7.6

# 4 records drawn at random from those above, as already listed:
SMILES,LMP1 NFkB inh,COUP-TFII inh,CF NFkB inh,NR5A2 inv ag,TROY signal inh,SRC2 inh,TWEAK-Fn14 inh,SRC1 inh,KKLEB tox,C8 TRAIL sens,SRC3 inh
CC1CC2C(C(O)CC3(C)C2CCC3(O)C(=O)CO)C2(C)C=CC(=O)C=C12 (stereo unspecified),10.0,-22.9,76.0*,-7.2,10.4,-37.7,-21.7,-14.1,11.1,-4.3,-66.8
C/C=C/c1ccc2c(c1)O[C@H](CN(C)CC1CCOCC1)[C@@H](C)CN([C@H](C)CO)S2(=O)=O,3.1,-0.1,2.1,3.7,-9.2,-18.6,16.0,-5.3,0.4,-9.8,-6.8
CSc1cccc(NC(=O)COC(=O)c2ccccn2)c1,0.2,3.6,-2.5,-30.5,-4.5,4.9,2.0,2.6,-1.9,-10.3,-17.6
COc1ccc(CN2CCc3cc(OC)c(OC)cc3C2)cc1O,1.3,-9.9,1.1,8.1,2.4,1.5,5.1,2.9,-8.6,-6.8,0.9

# The results go on:
SMILES,LMP1 NFkB inh,COUP-TFII inh,CF NFkB inh,NR5A2 inv ag,TROY signal inh,SRC2 inh,TWEAK-Fn14 inh,SRC1 inh,KKLEB tox,C8 TRAIL sens,SRC3 inh
O=C(NCC(=O)N1CCCCCCC1)c1ccc(Br)o1,-2.4,12.0,10.5,-6.2,-11.2,-63.9,-19.8,-5.4,-24.2,-4.9,-0.6
NC(=O)COC(=O)CC(NC(N)=O)c1ccc(Cl)cc1 (stereo unspecified),16.3,-26.2,10.9,3.6,-0.3,4.1,-0.1,2.9,4.8,-3.0,17.5
Cc1ccc(-c2nn3c(C)nnc3s2)cc1NC(=O)C(C)C,3.1,-13.6,-26.5,15.7,-7.5,13.2,-4.6,12.0,3.0,8.7,-9.6
Cc1cccc(C(=O)c2c(N)sc3c2CCCC3)c1,4.0,-4.6,1.8,9.1,6.1,-14.9,32.5,-25.2,4.6,-9.0,7.6
Cc1nc2ccc(C(=O)O)cc2c2c1CC(C)S2 (stereo unspecified),-14.1,-15.5,10.1,-2.4,-7.3,-12.4,6.7,3.7,-10.1,-1.8,13.9
COc1ccc(CCNC(=O)CN(C)S(=O)(=O)c2cccs2)cc1OC,-5.7,3.2,9.8,0.8,-25.6,10.6,9.7,2.4,-1.8,-5.2,-2.4
CCN1CCN(c2ccc(S(=O)(=O)N3CCCCC3)cc2NC(=O)COc2ccccc2)CC1,-0.3,-11.4,15.0,-2.8,-4.3,10.7,1.0,-0.8,6.5,3.6,8.1
Cn1c(CCN2CCN(c3ccccn3)CC2)nc2cc(NC(=O)COc3ccc(Cl)cc3)ccc21,24.0,61.0*,22.9,45.5,50.1*,14.5,54.2*,23.1,-11.7,35.0,47.9
CCc1ccccc1NC(=O)Nc1ccc(F)cc1,0.9,5.3,2.6,-4.5,-19.6,18.3,-0.7,0.3,18.3,3.1,14.1
CCCCCC(=O)NC(=S)NNC(=O)c1ccc([N+](=O)[O-])cc1,-0.5,10.1,15.7,-4.5,12.3,-7.0,-19.1,7.4,-7.9,-6.3,3.3
CC(=O)N1CCN(S(=O)(=O)c2cccc(C(=O)N(Cc3ccccc3)c3ccc(C)cc3)c2)CC1,-4.4,-20.9,-19.7,2.8,48.1,16.0,-3.4,-4.2,5.6,-5.3,15.4
FC(F)(F)c1cc(-c2cccs2)nc(-n2cc(Cl)cn2)n1,1.7,-1.3,3.9,4.8,-3.8,-14.3,11.3,8.2,-7.4,1.7,23.2
O=C(N/N=C/C1CCCCC1)c1ccccn1,-10.8,-28.4,-0.4,-136.1,-68.5,-78.1,-10.3,-98.3,1.2,-1.7,-81.2
O=C(Nc1ccc(-c2n[nH]c(=S)o2)cc1)c1ccccc1Cl,-7.4,-14.2,-19.7,-47.4,-5.1,-16.8,-4.0,-14.2,9.0,9.2,-69.6
Cc1cccc(S(=O)(=O)N(C)C[C@@H]2OCc3cnnn3CCCC(=O)N([C@H](C)CO)C[C@H]2C)c1,-11.0,-0.1,-15.2,-2.3,-5.1,-3.7,-13.2,2.7,7.6,0.2,26.9
C[C@H](NC(=O)[C@@H]1CCCN1C(=O)[C@@H]1CCCN1C(=O)c1ccc(Cl)cc1)c1ccccc1,·,-3.6,·,-46.4,1.4,10.3,9.5,·,·,-6.9,·
CCOC(=O)Cn1nc(/C=C/c2ccc(C(C)C)cc2)ccc1=O,-5.7,-26.5,-11.4,-15.0,-62.5,-9.4,-11.8,-34.2,4.5,8.8,-40.9
N#Cc1ccc(N2CCN(C(=O)c3cccs3)CC2)c(F)c1,-8.9,-25.5,-13.8,-10.4,-31.3,7.3,-10.7,10.0,7.1,6.5,-8.6
CCOC(=O)C1(Cc2ccccc2)CCCN(CCO)C1 (stereo unspecified),-4.6,8.5,0.3,-8.8,-19.1,-7.5,0.0,-7.7,2.5,3.9,3.9
CCCc1nnc(SCc2ccc(OCC)cc2)n1N,76.7*,-6.4,11.6,0.1,6.5,-0.1,-26.0,-0.9,-2.3,-30.7,10.1

# Individual results from the list:
# C[C@H](NC(=O)[C@@H]1CCCN1C(=O)[C@@H]1CCCN1C(=O)c1ccc(Cl)cc1)c1ccccc1 @ TWEAK-Fn14 inh = 9.5
# O=C(NCC(=O)N1CCCCCCC1)c1ccc(Br)o1 @ SRC2 inh = -63.9

# The list goes on.
SMILES,LMP1 NFkB inh,COUP-TFII inh,CF NFkB inh,NR5A2 inv ag,TROY signal inh,SRC2 inh,TWEAK-Fn14 inh,SRC1 inh,KKLEB tox,C8 TRAIL sens,SRC3 inh
O=C(c1ccccc1Sc1c(Cl)cccc1[N+](=O)[O-])N1CCOCC1,7.1,-4.3,5.2,-18.4,6.8,-15.9,-10.6,12.4,-0.7,2.0,18.9
COc1cccc(/C=N\NC(=O)c2cc(OCC(F)(F)F)ccc2OCC(F)(F)F)c1,5.4,15.5,2.8,10.8,6.8,-3.6,-12.5,3.0,0.9,4.7,2.1
N=C(N)N=Nc1c(O)[nH]c2ccc(Br)cc12,7.8,4.4,3.9,-8.6,-8.3,-2.8,-7.6,-21.1,-10.1,13.8,-12.4
O=C(OCC(O)C(O)C(O)COC(=O)c1ccccc1)c1ccccc1 (stereo unspecified),3.8,2.4,13.9,-16.7,-7.6,3.7,-5.6,0.9,3.0,6.2,3.7
